Screening data: PubChem BioAssay, Broad Institute
Cneo AK release: causes C. neoformans cell lysis; adenylate kinase release luminescence, 4 h; normalised: neutral wells 0, clomiphene wells 100; lysis activity, % at 15 µM; actives 0.2% (n = 360,000);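 active means mean lysis activity across replicates of at least 80%, whatever share of replicates individually reach that level; inactive means mean lysis activity below 80%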
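Assay system: log-phase C. neoformans yeast / Quantity: yeast cell density of 5 × 10^6 cells/mL / Medium: fresh YPD growth medium / Compound: single dose / Timing: static 4 h at 37 °C with compound, 1 h detection / Measured by: adenylate kinase release luminescence / Read-out: lysis from increased AK signal / Benchmarks: Clomiphene as positive lysis control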
FN deposit inh: fibronectin deposition inhibition; AH1F fibroblasts, Alexa488-fibronectin deposition fluorescence, overnight; inhibition, % at 12.6 µM; actives 0.086% (n = 350,000); AID 743247;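 active means mean inhibition across replicates of 30% or more, regardless of how many single replicates reach that level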;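 further: positive control wells lacked labelled fibronectin entirely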
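Test system: AH1F fibroblast monolayer depositing Alexa488-labelled fibronectin into matrix. Input: 10000 cells per well. Technique: fluorescence, ex 485 nm, em 525 nm. Buffer or medium: DMEM plus 2% serum, read in PBS. Timing: 1 h cell adhesion before compound, then overnight fibronectin incubation. Compound: single dose, pinned. Read-out basis: inhibition from reduced deposited-fibronectin fluorescence.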
C2C12 statin: suppression of simvastatin myotoxicity; actives 0.78% (n = 330,000); AID 602340; rescue of ATP level, % at 7.49 µM; C2C12 myotubes + simvastatin, ATP luminescence, 48 h; scaled: DMSO 0, geranylgeraniol control 100;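 active means mean ATP rescue above about 67%, or every replicate alone reaching that limit, limit read from the data, passing the limit was not always enough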;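 further: myotubes were challenged with 10 µM simvastatin during compound exposure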
PglD inh: PglD (C. jejuni) enzyme inhibition. purified PglD enzyme, DTNB colorimetric CoA detection. inhibition, % at 12.5 µM. actives 0.098% (n = 360,000). AID 602405; in the data active means inhibition above about 16%, passing the limit was not always enough; further: strong numbers were not always called active
F508del corr: CFTR F508del correction in bronchial cells; CFBE cells, YFP halide quenching; stimulated with forskolin plus potentiator P3; % fluorescence drop versus neutral controls; activity (quench increase), % at 7.58 µM; actives 0.36% (n = 350,000);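 active means mean added fluorescence quench of at least 8% versus neutral control, with both replicates also reaching 8%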;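 further: cells transiently co-express mutant CFTR-F508del with the halide-sensitive YFP; corrector assay measuring rescue of mutant channel to the surface after 24 h compound exposure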
GSIS activator: GLuc luminescence reporter in INS-1E cells, primary screen for activators of glucose-dependent secretion of insulin. INS-1E GLuc reporter insulin secretion, 2-3 h. activation, % at 16.6 µM. actives 0.61% (n = 370,000). AID 743287;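 active means lowest replicate activation of at least 40%, so every replicate reaches that level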;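 further: 0% = median of neutral control wells and 100% = median of IBMX positive control wells; some compounds called inactive have numbers as strong as hits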
PGC1a acetyl inh: lowers PGC1a acetylation signal in U2OS cells | AlphaScreen anti-acetyl-lysine; with virally co-expressed GCN5 acetyltransferase | inhibition, % at 15.6 µM | actives 0.17% (n = 350,000) | AID 651687;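 active means every replicate shows inhibition of at least 40%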;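 further: 0% = neutral control wells and 100% = positive control wells; some results beyond the cut were filed as inactive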
miR122 inh: miR-122 inhibition in Huh7 cells. Huh7 miR-122 Renilla luciferase sensor, 48 h; neutral wells = 0, positive control = 100. activation (reporter increase), % at 12.5 µM. actives 0.3% (n = 340,000). AID 602342;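 active means mean replicate activation score at least 90 and every replicate individually at or above 90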;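 further: higher luciferase means less miR-122 activity so hits act as miR-122 inhibitors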
Active calls of the source: *; . = no result given; & = joins results of further samples; [ ] = remark or other dose.

The line under a structure holds: Cneo AK release, FN deposit inh, C2C12 statin, PglD inh, F508del corr, GSIS activator, PGC1a acetyl inh, miR122 inh
O=C(COC(=O)C12CC3CC(CC(O)(C3)C1)C2)NC(=O)NCc1ccco1
    -3, ., -6, 3, ., ., 2, 0
COc1ccc(CN(C)C[C@@H]2Oc3ccc(NS(=O)(=O)c4ccc(OC)cc4)cc3C(=O)N([C@H](C)CO)C[C@@H]2C)cc1
    1, ., -3, 10, 0.6, 0, 8, -9[16.7 µM]
COc1ccc(CN(C)C[C@@H]2Oc3ccc(NC(=O)Nc4ccccc4)cc3C(=O)N([C@H](C)CO)C[C@@H]2C)cc1
    -1, ., -6, -2, -1.5, -9, -11, -1[16.7 µM]
Cc1ccc(S(=O)(=O)N[C@H]2CC[C@H](CCn3cc(C4CCCC4)nn3)O[C@@H]2CO)cc1
    -2, 7, 1, 1, -0.5, 13, -1, 10[16.7 µM]
CC(OC(=O)C1CCCCC1)C(=O)Nc1cccc(Cl)c1 (stereo not given)
    0, -16, 2, -4, 2.8, -29, 0, -3
CCOc1ccc(CN(C)CC(=O)Nc2cccc(S(=O)(=O)N(C)c3ccccc3)c2)cc1
    9, -1, -6, 4, 4.4, -31, -2, 0
O=C(COC(=O)CCc1nc2ccccc2c(=O)[nH]1)NC(=O)NC1CCCC1
    -4, 1, ., -4, ., -19, 3, 11
CN(C)c1ccc(C=Nc2ccccc2C(N)=O)cc1
    -7, -3, ., 0, ., ., 5, 5
Fc1cccc(Cl)c1CN1CCN(c2nc3ccccc3s2)CC1
    -3, -6, -25, -7, -4.2, -40, 7, -2
CCC(=O)Nc1ccc2c(c1)C(=O)N(C)[C@@H]1CC[C@@H](CC(=O)NCCN3CCCCC3)O[C@@H]1CO2
    1, -6, 16, 2, -2.1, 4, 7, -5[16.7 µM]

One compound at a time, as listed above:
Profile of `CCOc1ccc(CN(C)CC(=O)Nc2cccc(S(=O)(=O)N(C)c3ccccc3)c2)cc1` : Cneo AK release: 9; FN deposit inh: -1; C2C12 statin: -6; PglD inh: 4; F508del corr: 4.4; GSIS activator: -31; PGC1a acetyl inh: -2; miR122 inh: 0
Profile of `CCC(=O)Nc1ccc2c(c1)C(=O)N(C)[C@@H]1CC[C@@H](CC(=O)NCCN3CCCCC3)O[C@@H]1CO2` : Cneo AK release: 1; FN deposit inh: -6; C2C12 statin: 16; PglD inh: 2; F508del corr: -2.1; GSIS activator: 4; PGC1a acetyl inh: 7; miR122 inh: -5[16.7 µM]

Following part.
The line under a structure holds: Cneo AK release, FN deposit inh, C2C12 statin, PglD inh, F508del corr, GSIS activator, PGC1a acetyl inh, miR122 inh
CCCCCN(C(=O)CCC(=O)OCc1ccccc1C)c1c(N)n(CCCC)c(=O)[nH]c1=O
    0, 4, -7, 1, 2.5, -53, ., .
C[C@@H]1CN([C@@H](C)CO)S(=O)(=O)c2ccc(C#Cc3ccccc3F)cc2O[C@H]1CN(C)C(=O)Cc1ccncc1
    -2, ., 2, 2, 2.3, -14, -3, 0[16.7 µM]
CCN(CC)C(=O)CCC(=O)Nc1ccc(C(=O)OC)cc1
    2, ., ., 4, ., ., -6, -3
CC1CN(C(=O)COc2ccc3ccccc3c2)CC(C)O1 (stereo not given)
    3, ., 7, -6, -1.5, -1, 1, -2
COc1cc(C(=O)NCCc2cn3ccc(C)cc3n2)cc(OC)c1OC
    -1, 3, -14, 0, 5.4, ., ., .
Cc1nc(C)c(C(=O)C2=C(O)C(=O)N(CCN3CCOCC3)C2c2cccnc2)s1 (stereo not given)
    2, ., 23, -7, ., 8, 11, -9
CCOC(=O)CN1C(=O)/C(=C2\SC(=S)N(NC(=O)c3cccnc3)C2=O)c2ccccc21
    6, -5, -22, -4, -0.1, -3, 5, -3
COc1ccc(-c2ccc(C3[C@@H]4CN(S(=O)(=O)c5cccc(C)c5)C[C@H]3N4)cc2)cc1 (stereo not given in full)
    ., 2&-4, ., ., 2.8&-2.1, -3&36, -10&-21, .
CCC(=O)N(C)C[C@@H]1Oc2ncc(-c3cccc(OC)c3)cc2C(=O)N([C@H](C)CO)C[C@H]1C
    -7, -7, -9, -2, 1.9, 6, 8, -7[16.7 µM]
CCCN1C[C@H](C)[C@H](OC)CN(C)C(=O)c2cc(NC(=O)c3ccno3)ccc2OC[C@H]1C
    0, -13, -3, 2, -2.0, 16, 2, .

Next entries.
The line under a structure holds: Cneo AK release, FN deposit inh, C2C12 statin, PglD inh, F508del corr, GSIS activator, PGC1a acetyl inh, miR122 inh
C[C@@H]1CN([C@H](C)CO)C(=O)c2cc(NC(=O)CCN3CCOCC3)ccc2O[C@@H]1CN(C)Cc1ccc(C(=O)Nc2ccccc2N)cc1
    1, -12, 27, -2, 0.6, 9, 10, -10[16.7 µM]
O=C(CSc1ccc(S(=O)(=O)N2CCOCC2)cn1)Nc1ccc(F)c(F)c1
    0, -8, 10, -3, 0.3, -10, -1, -2
CCCOC(=O)c1c(N)sc2c1CCC2
    -5, -5, -3, -5, ., ., -8, -1
CC(=O)Nc1nc(=S)n(-c2ccccc2)[nH]1
    3, 0, -2, 6, ., ., 21, -2
Oc1cccc(C=NCc2ccccc2)c1O
    0, -4, 8, -3, ., ., -9, 2
C[n+]1cccc(/C=N/Nc2nc(Cl)c(C#N)c(Cl)c2Cl)c1
    -2, -10, ., -3, 4.0, 10, 4, 0
Oc1oc(-c2ccco2)nc1C=Nc1ccccc1
    0, ., -11, -7, -3.0, -1, -2, 0
O=C(Nc1ccc(S(=O)(=O)Nc2nccs2)cc1)C(F)(F)F
    ., -6, ., ., -0.5, 10, -1, .
COCCNC(=O)[C@@H]1[C@@H](CO)[C@@H]2Cn3c(ccc(-c4ccccc4F)c3=O)[C@@H]2N1C(=O)C1CCCC1
    52, ., -17, 1, ., 2, ., .
CC(=O)Nc1ccc(NC(=O)C(C)OC(=O)CC2CCCC2)cc1 (stereo not given)
    ., -5, -11, ., -1.7, 1, ., .

Carrying on:
The line under a structure holds: Cneo AK release, FN deposit inh, C2C12 statin, PglD inh, F508del corr, GSIS activator, PGC1a acetyl inh, miR122 inh
COC(=O)C(C(=O)OC)c1ccc(-n2cccc2)cc1
    0, 18, -3, 1, -0.6, -8, -6, -5
O=C(NCc1ccc(F)cc1)[C@@H]1[C@@H](CO)[C@@H]2Cn3c(cccc3=O)[C@H]1N2
    0, ., 6, 2, 0.1, 12, ., -6[16.7 µM]
CC(=O)OC1C(OC(C)=O)C2C(C)CC3OC(=O)C(C)C3CC2(C)C1OC(C)=O (stereo not given)
    0, 1, 11, 13, -2.0, ., ., 12
Cc1cccc(C)c1NC(=O)c1cc(S(=O)(=O)N2CCOCC2)ccc1F
    5, ., ., -8, ., ., 3, 2
CC=Cc1ccc2n(c1=O)C[C@@H]1[C@@H](CO)[C@H](C(=O)NCc3ccc(F)cc3)[C@H]2N1CC (mixture of isomers)
    -4, ., -41, 4, 4.6, 2, ., 23[16.7 µM]
CC(=O)Nc1ccc(S(=O)(=O)N2CCN(S(=O)(=O)N3CCC(C)CC3)CC2)cc1
    0, 3, -7, 2, -3.0, 0, 13, -1
CC(C)CNS(=O)(=O)c1cc(C(=O)N2CC(C)OC(C)C2)c(Cl)cc1Cl (stereo not given)
    1, ., 1, -1, 4.4, 2, 10, 20
C[C@@H]1CN([C@H](C)CO)C(=O)c2cccc(NC(=O)Nc3ccc(C(F)(F)F)cc3)c2O[C@@H]1CN(C)S(=O)(=O)c1cn(C)cn1
    -1, 0, 6, -3, 1.3, -10, -9, -2[16.7 µM]
CC(=O)C1=C(O)C(=O)N(Cc2ccccc2)C1c1ccco1 (stereo not given)
    -4, 0, -6, 0, ., ., -1, -6
CC(C)(C)OC(=O)N1CCC(c2c(C(=O)O)cnn2-c2ccc(Cl)cc2)CC1
    -2, 3, 1, -4, ., -6, 6, -2

The listing continues.
The line under a structure holds: Cneo AK release, FN deposit inh, C2C12 statin, PglD inh, F508del corr, GSIS activator, PGC1a acetyl inh, miR122 inh
O=C(CN1C(=O)COc2ccccc21)NCCN1CCC(Cc2ccccc2)CC1
    1, -4, -5, 0, ., 7, 4, -1
CCc1nc2c(OCc3ccc(C(F)(F)F)cc3)cccn2c1N(C=O)Cc1ccc(OC)cc1
    2, 7, -2, -3, -4.1, -24, 6, -13
Cn1cc(Cl)c(C(=O)N/N=C/c2ccc3c4c(cccc24)CC3)n1
    -11, ., 5, -1, ., ., 1, 6
CNC(=O)C1Cc2c(-c3ccc4c(c3)OCO4)ccnc2O1 (stereo not given)
    0, 9, -2, 0, 0.1, 15, 10, 3
COc1cccc(CNC(=O)CCCn2ncn3c(cc4occc43)c2=O)c1
    1, 9, 23, 2, -3.4, 9, -16, -1
C[C@@H]1CCCCO[C@H](CN(C)C)[C@H](C)CN([C@H](C)CO)C(=O)c2cc(NC(=O)Nc3ccc(C(F)(F)F)cc3)ccc2O1
    1, ., 6, -4, -0.7, -18, 12, -4[16.7 µM]
CNC(=O)c1sc(-c2ccc(Cl)cc2)nc1C
    -3, ., 6, 6, ., ., -8, 0
COc1ccc(OC)c(NC(=O)NNC(=O)COc2ccc(-c3ccccc3)cc2)c1
    2, -3, 8, 0, 2.0, 3, 0, -4
CC(=O)N(C)C[C@H]1Oc2ncc(C3=CCCC3)cc2C(=O)N([C@@H](C)CO)C[C@@H]1C
    1, -7, 1, 1, 0.3, 19, 8, 8[16.7 µM]
CCn1c2ccccc2c2nnc(SCC(=O)NCCOC)nc21
    0, ., -11, -3, ., 7, 5, -2

New compounds follow
The line under a structure holds: Cneo AK release, FN deposit inh, C2C12 statin, PglD inh, F508del corr, GSIS activator, PGC1a acetyl inh, miR122 inh
CCC(C)Cn1c(S(=O)(=O)O)nc2ccccc21 (stereo not given)
    2, ., -6, 4, ., ., -1, -1
CCn1nc(C)c(NC(=O)c2ccc(Br)o2)c1C
    -2, -6, ., -1, -0.5, 8, -1, -4
COCC#Cc1ccc2c(c1)O[C@H](CN(C)S(=O)(=O)c1cccc(F)c1)[C@@H](C)CN([C@@H](C)CO)S2(=O)=O
    0, -8, -10, -1, -0.1, -13, -11, 4[16.7 µM]
CN(CCO)c1ccc(/C=N/Nc2nncc3ccccc23)cc1
    0, 0, -29, 10, -2.0, 4, ., .
C[C@@H]1CCCCO[C@@H](CN(C)Cc2ccc3c(c2)OCO3)[C@H](C)CN([C@H](C)CO)C(=O)c2cc(NS(=O)(=O)c3ccc(F)cc3)ccc2O1
    34, -8, ., -4, 2.0, -6, 0, 4[16.7 µM]
CCCNC(=O)C[C@H]1CC[C@H]2[C@@H](COc3ccc(NC(=O)Nc4c(C)noc4C)cc3C(=O)N2C)O1
    51, -7, -42, 9, -1.6, -2, 0, 2[16.7 µM]
Cc1ccc(S(=O)(=O)c2nnn3c2nc(N2CCN(c4ccccn4)CC2)c2ccccc23)cc1C
    -2, -3, 65, 0, 3.4, -2, -13, -6
COc1cc2c(cc1OC)C(c1ccccc1)N(S(C)(=O)=O)CC2 (stereo not given)
    1, -13, 9, -3, 1.0, 27, ., -4

Individual results from the results shown:
CCC(C)Cn1c(S(=O)(=O)O)nc2ccccc21 (stereo not given) in PglD inh is entered as 4
COc1cc2c(cc1OC)C(c1ccccc1)N(S(C)(=O)=O)CC2 (stereo not given) in miR122 inh is entered as -4
CCCNC(=O)C[C@H]1CC[C@H]2[C@@H](COc3ccc(NC(=O)Nc4c(C)noc4C)cc3C(=O)N2C)O1 in FN deposit inh is entered as -7
COCC#Cc1ccc2c(c1)O[C@H](CN(C)S(=O)(=O)c1cccc(F)c1)[C@@H](C)CN([C@@H](C)CO)S2(=O)=O in GSIS activator is entered as -13
